High-throughput results: PubChem, Sanford-Burnham Center for Chemical Genomics
Jurkat NFkB inh – inhibitors of the PMA/ionomycin-induced NF-kB reporter in Jurkat cells | PMA/ionomycin-induced NF-kB luciferase reporter, luminescence | inhibition, % at 4 µM | hit rate 0.53% among 330,000
CCR6 antag – antagonists of human CCR6 receptor | AID 493098 | inhibition, % at 20 µM | hit rate 0.49% among 340,000 | CHO-K1 CCR6 PathHunter beta-arrestin, luminescence, CCL20-stimulated | P51684;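 active = compounds whose inhibition of the agonist-driven luminescence signal at 20 µM reaches about 50%, limit read from the data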;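 note: cells stimulated with CCL20 at 14 nM final; plate controls were DMSO with CCL20 for no effect and DMSO without agonist for full effect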
Target sequence (P51684 whole entry, looked up): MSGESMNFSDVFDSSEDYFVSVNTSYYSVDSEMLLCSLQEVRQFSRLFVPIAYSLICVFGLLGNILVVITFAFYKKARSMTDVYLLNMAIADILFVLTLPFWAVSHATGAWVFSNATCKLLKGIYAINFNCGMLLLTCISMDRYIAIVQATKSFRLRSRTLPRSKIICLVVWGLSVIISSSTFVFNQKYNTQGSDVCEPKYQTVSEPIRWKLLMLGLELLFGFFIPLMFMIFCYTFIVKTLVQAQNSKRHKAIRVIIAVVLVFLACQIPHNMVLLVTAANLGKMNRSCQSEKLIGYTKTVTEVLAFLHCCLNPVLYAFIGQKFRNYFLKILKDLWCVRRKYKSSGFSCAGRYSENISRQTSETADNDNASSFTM
EBI2 block – EBI2 (human) antagonism. P32249. EBI2 beta-arrestin recruitment, luminescence, 7a,25-OHC stimulated. inhibition, % at 5 µM. hit rate 0.81% among 360,000. AID 651636; in the data active = inhibition above about 38%;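 note: enzyme fragment complementation signal reports receptor beta-arrestin coupling in cells; 0% = agonist plus DMSO wells and 100% = wells without agonist; some results beyond the cut were filed as inactive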
Target sequence (P32249 whole entry, looked up, the tested form may be a part): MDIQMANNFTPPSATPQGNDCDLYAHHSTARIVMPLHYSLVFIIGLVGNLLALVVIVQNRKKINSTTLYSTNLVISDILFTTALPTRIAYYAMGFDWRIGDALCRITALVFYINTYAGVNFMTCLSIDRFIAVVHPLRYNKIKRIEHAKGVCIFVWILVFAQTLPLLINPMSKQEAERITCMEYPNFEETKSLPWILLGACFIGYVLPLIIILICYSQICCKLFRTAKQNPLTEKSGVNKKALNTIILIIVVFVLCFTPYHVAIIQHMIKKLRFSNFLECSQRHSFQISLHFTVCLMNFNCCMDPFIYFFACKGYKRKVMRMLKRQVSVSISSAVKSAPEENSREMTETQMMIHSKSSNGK
UBC13 polyUb – inhibitors of human UBC13 polyubiquitin chain formation; P61088; TR-FRET; inhibition, % at 20 µM; hit rate 0.47% among 330,000; AID 485273; in the data active = inhibition above about 45%, passing the limit was not always enough
Target sequence (P61088 whole entry, looked up): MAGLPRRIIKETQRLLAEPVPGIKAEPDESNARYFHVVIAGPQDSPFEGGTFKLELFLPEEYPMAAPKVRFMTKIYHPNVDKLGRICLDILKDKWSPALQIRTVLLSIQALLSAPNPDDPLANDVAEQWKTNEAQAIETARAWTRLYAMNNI
SENP8 block – blocks the human protease SENP8 | purified SENP8, Z-RLRGG-aminoluciferin cleavage, luminescence | hit rate 1.2% among 330,000 | inhibition, % at 10 µM | Q96LD8
Gli-Sufu antag – antagonists of Gli-Sufu signaling; Sufu-KO-LIGHT fibroblasts, Gli luciferase reporter luminescence; AID 588413; hit rate 0.74% among 340,000; inhibition, % at 5 µM;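 active = inhibition above about 55%, limit read from the data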;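 note: 0% = DMSO-treated cells and 100% = wells with medium but no cells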
Apaf1 inhib – blocks human Apaf-1 apoptosome activity. AID 489030. inhibition, % at 20 µM. hit rate 0.71% among 330,000. reconstituted apoptosome caspase-3 activity, DEVD-Rh110 fluorescence; active = inhibition of at least 40% at 20 µM;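 note: plate controls were DMSO wells for no effect and DEVD-CHO caspase inhibitor wells for full effect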
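Material: cell-free apoptosome with Apaf-1, procaspase-3 and caspase-9; Buffer or medium: Hepes pH 7.5 with detergent and BSA; Reagent: cytochrome c trigger plus (Z-DEVD)2-Rh110 caspase-3 substrate; Times: compound with Apaf-1, dATP, procaspase-3 30 min, then 50 min reaction, room temperature; Technique: Rh110 fluorescence intensity.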
697 NFkB inh – lowers PMA/ionomycin-induced NF-kB signal in 697 B cells; 697 B-cell NF-kB luciferase reporter, 16 h; inhibition, % at 4 µM; hit rate 0.33% among 330,000; AID 435022; in the data active = inhibition above about 35%
The depositor's hits bear a star; . = no result given. Cut-off read from the data, not from the text of the source, unless noted: active = inhibition above about 50%; inactive = the rest.

The line under a structure holds: Jurkat NFkB inh, CCR6 antag, EBI2 block, UBC13 polyUb, SENP8 block, Gli-Sufu antag, Apaf1 inhib, 697 NFkB inh
1) CC(C)c1onc(C(=O)N(C)Cc2ccccc2)c1[N+](=O)[O-]
    4, 5, -13, 11, -6, 6, 2, -1
2) CCCNC(=O)COC(=O)CCC(=O)c1cccs1
    7, 9, -3, 2, 3, ., -5, 5
3) Cc1ccc(S(=O)(=O)N2CCOCC2)cc1NC(=O)COC(=O)CNC(=O)c1ccccc1
    6, 1, -5, 0, -4, 0, 2, 8
4) O=C(c1ccc(F)cc1)C1CCN(Cc2cn[nH]c2-c2ccccc2)CC1
    18, 2, -5, 4, 3, 3, -5, 7
5) CCOc1ncccc1C(=O)Nc1ccc(C(=O)Nc2ccc(OC)cc2)cc1
    -2, 4, 57*, -2, -4, 4, 21, 4
6) O=C(c1cccnc1)N1N=C2CCCCCC2C1(O)C(F)(F)F (stereo not drawn)
    -6, 11, 5, -2, -6, 0, 8, 16
7) CCOC(=O)C1CCN(C(=O)c2cc3ccc(OC)cc3[nH]2)CC1
    -35, -3, 38*, 0, -25, -30, 15, -63
8) Cc1ccc(NC(=O)CN2CCCC2c2cccn2C)c(Br)c1 (stereo not drawn)
    -10, 15, -3, 1, -8, -29, 22, -4
9) COc1ccc(NC(=O)NCc2ccccn2)cc1OC
    1, 1, -8, -2, 2, -2, 0, 1
10) CCOc1ccc(/C=N/NC(=O)c2ccccc2Cl)cc1CN1CC2CC(C1)c1cccc(=O)n1C2 (stereo not drawn)
    5, 13, 24, 6, 18, -4, 19, 12
11) CCCCOc1ccc(C(=O)NCC(=O)NCC(=O)OCC)cc1
    2, 20, 7, -3, -5, -1, 5, -6
12) CN(C)CCN(C(=O)c1ccc2ccccc2c1)c1nc2ccc(Br)cc2s1
    -25, 24, -4, 7, -9, -22, 4, 2
13) COc1ccc(-c2cc3nc(C)cc(N4CC(C)CC(C)C4)n3n2)cc1 (stereo not drawn)
    -10, -29, 35, 10, -6, 12, 36, -31
14) COc1ccc(C2=Nn3c(nnc3-c3ccccc3Cl)SC2)cc1OC1CCOC1 (stereo not drawn)
    -3, 10, 8, 36, -5, -10, 23, -15
15) Cc1cc(NC(=O)CSc2ccc(-c3ccccc3)nn2)no1
    4, 1, -10, 6, -3, -14, 3, -11

(cont.)
The line under a structure holds: Jurkat NFkB inh, CCR6 antag, EBI2 block, UBC13 polyUb, SENP8 block, Gli-Sufu antag, Apaf1 inhib, 697 NFkB inh
16) CC(=O)NC1=NN(C(C)=O)C(c2ccc(F)cc2)S1 (stereo not drawn)
    -15, 5, 2, 2, -2, -2, 3, 9
17) CCOC(=O)C/C(C)=N\Nc1ccc([N+](=O)[O-])cc1[N+](=O)[O-]
    9, 2, -11, -26, -2, 44, 17, 9
18) CCOC(=O)[C@H]1[C@H]2COc3ccc(Br)cc3[C@@H]2N2C(=O)CN(Cc3ccc(C)cc3)C(=O)[C@@]12C
    -2, 10, 13, -7, -15, -1, 20, -2
19) COc1cc(/C=C2\SC(=Nc3ccccc3)N(CCc3c[nH]c4ccccc34)C2=O)ccc1OC(C)C(=O)O (stereo not drawn)
    -9, 13, 23, -21, 0, 6, 7, -8
20) COC(=O)c1ccc(NC(=O)CN2CCN(CCO)CC2)cc1
    -6, 10, 4, -5, 3, 14, 1, 9
21) COc1cc2c(c(OC)c1OC)C(=O)CC2
    2, -3, 10, 1, -13, 3, 0, -3
22) O=C(O)CN1C(=O)/C(=C/C=C/c2ccccc2)SC1=S
    -12, 0, -3, -18, -19, -15, -9, -17
23) C=CCC1(CC=C)CCCN1C(=O)CC1C(=O)NCCN1Cc1ccccc1OC (stereo not drawn)
    -9, 4, 8, 7, -11, 11, 13, 2
24) CC(C)OCCCNC(=O)COCC(=O)Nc1ccc(OCCc2ccccc2)cc1
    3, 13, 4, 1, 0, 4, -1, 10
25) O=C(O)CCc1nn2c3ccccc3n(CC(=O)c3ccccc3)c2nc1=O
    8, -4, -4, 14, 8, 3, -17, 19
26) CC(C)(C)C1CCC2(CC1)CC(=O)c1ccccc1O2 (stereo not drawn)
    8, 2, 10, 13, -8, 4, 3, 0
27) CC(C(=O)Nc1ccccc1)N(C)CCOc1ccc(Br)cc1 (stereo not drawn)
    0, 20, 5, 8, 5, -15, 10, 18
28) Cc1ccc(S(=O)(=O)NC(=O)Nc2ccc(F)c(F)c2)cc1
    -21, 5, -2, -5, -10, 29, 1, -13
29) O=C(COC(=O)Cc1c(F)cccc1Cl)Nc1nnc(-c2ccccc2)o1
    6, 6, -9, -8, -1, -4, -1, 19
30) CCc1nc(NCc2ccco2)c2oc3ccccc3c2n1
    7, -4, -16, -3, -2, 11, 10, -2

Additional structures follow.
The line under a structure holds: Jurkat NFkB inh, CCR6 antag, EBI2 block, UBC13 polyUb, SENP8 block, Gli-Sufu antag, Apaf1 inhib, 697 NFkB inh
31) COc1ccc(CCNC(=O)C2CCN(S(C)(=O)=O)CC2)cc1OC
    5, -5, -20, 1, 5, -5, -19, 13
32) Cc1cc(C(=O)OCC(=O)NC2CC2)c2ccccc2n1
    -7, 11, -11, -3, -15, 5, 14, 5
33) CN(C)c1ccc(C2CC(=O)OC3=C2C(=O)CC(C)(C)C3)cc1 (stereo not drawn)
    4, 2, -18, 7, -1, -10, -5, 3
34) CN1C(=O)/C(=N\OC(=O)c2cccc3ccccc23)c2ccccc21
    11, 32, 27, -5, -6, 0, 5, -20
35) O=C(/C=C/c1ccccc1)NCC(=O)N/N=C\c1cccnc1
    17, 9, 3, 2, -7, -3, -4, -17
36) COc1cccc(NC(=O)CN(C2=NC3CS(=O)(=O)CC3S2)c2cccc(C)c2)c1 (stereo not drawn)
    17, 10, 9, -1, 10, -11, -9, 28
37) Cc1ccc(-c2c3c(=O)n(C)c(=O)n(C)c3cn2N2CCOCC2)cc1
    1, 8, -1, -12, 2, 26, -4, 17
38) O=C(NCC(=O)N(c1cccnc1)C(C(=O)NC1CCCC1)c1ccc(F)cc1)c1ccco1 (stereo not drawn)
    -12, ., ., 3, -1, ., -6, -2
39) COC(=O)c1ccc(Oc2ccc(S(=O)(=O)N3CCCCC3)cc2N)cc1
    -3, 15, 35*, -2, -8, 13, 20, -15
40) N#C/C(=C\c1ccc(O)c(O)c1)C(=O)N1CCCC1
    3, 19, 8, -15, -4, 18, 2, -50
41) O=C(OCC(=O)N1N=C(c2ccc(Cl)cc2)CC1c1ccco1)c1ccco1 (stereo not drawn)
    -4, 4, -2, 4, 6, -5, 25, 0
42) CC12CCC(C(=O)N(CC3CO3)C1=O)C2(C)C (stereo not drawn)
    0, 7, -10, -3, -14, -1, 0, 10
43) CCCOc1nc2c(c(=O)n(C)c(=O)n2C)n1C
    -19, 8, 3, 7, 2, -16, 2, 10
44) Cc1cc(-c2ccccc2)n(-c2ccc(C(=O)N3CCN(c4ncccn4)CC3)cc2)n1
    15, 13, -6, -3, -1, 3, 33, -3
45) COc1ccc(-c2noc(CCC(=O)N3CCN(Cc4ccccc4)CC3)n2)cc1
    -17, 21, 2, -7, -6, 3, 16, -31

(continued)
The line under a structure holds: Jurkat NFkB inh, CCR6 antag, EBI2 block, UBC13 polyUb, SENP8 block, Gli-Sufu antag, Apaf1 inhib, 697 NFkB inh
46) CC1CCCCN1S(=O)(=O)c1ccc([N+](=O)[O-])cc1 (stereo not drawn)
    -7, -14, -3, -10, -1, 2, -1, 12
47) CCOC(=O)C1=C(C)NC(C)=C(C(=O)OCCNC(=O)c2cccnc2)C1c1cccc([N+](=O)[O-])c1 (stereo not drawn)
    -12, 10, 30, 11, -6, 23, 0, -9
48) COC(=O)[C@]1(Cc2ccccc2)N[C@H](CN(C)C(=O)C2CCCCC2)[C@@H]2C(=O)N(Cc3ccccc3)C(=O)[C@@H]21
    10, -3, 10, 5, -6, 1, 21, -11
49) CCOC(=O)c1snc(C(=O)NC2CCCCC2)c1N
    -100, 4, 5, 6, -3, -68, 8, -94
50) CC1(C(=O)OCC(=O)Nc2ccc(S(=O)(=O)N3CCOCC3)cc2)CC1(Cl)Cl (stereo not drawn)
    12, 9, -5, -39, 5, 10, -4, 4
51) CCOc1c(N2CC(C)OC(C)C2)c(=O)c1=O (stereo not drawn)
    4, 8, 9, -2, 2, 10, -1, -4
52) O=C(c1ccc(S(=O)(=O)NCc2ccco2)cc1)N1CCN(Cc2ccc3c(c2)OCO3)CC1
    14, 4, 7, -12, -8, 4, 3, -11
53) Cc1cc(NC(=O)CCCn2cnc([N+](=O)[O-])n2)no1
    2, 11, -10, -11, -1, 0, -5, -2
54) Cc1ccc(C(=O)NCCN2CCOCC2)cc1S(=O)(=O)N1CCCCC1
    6, 4, 0, -2, 0, 10, -5, -3
55) c1ccc(N2CCN(c3nc(-c4cccs4)nc4ccccc34)CC2)cc1
    -2, 19, 6, -4, -11, 10, 14, -21
56) CSCCC(NC(N)=O)C(=O)NCC1CCCCC1 (stereo not drawn)
    -10, -6, -19, 1, -4, 0, -7, 0
57) O=C(CCN1C(=O)c2ccccc2S1(=O)=O)N1CCN(c2cccc(Cl)c2)CC1
    8, 10, 1, -10, -3, 7, 15, 2
58) CC(C)(C)NC(=O)CN(C(=O)CS(=O)CC(=O)Nc1ccc(F)cc1)c1ccc(F)c(Cl)c1 (stereo not drawn)
    -7, 3, 7, 5, 2, 7, -21, 10
59) CCOc1ccc(C(=O)Nc2nncs2)cc1OCC
    6, -4, -2, 3, 3, ., -7, 4
60) CC(C)(C)NC(=S)N/N=C/c1cccnc1
    -8, 8, -4, 0, -4, -3, -4, 4
61) COc1ccc(NC(=O)CN(C)C(=O)CNC(=O)c2sc3ccccc3c2Cl)cc1
    -40, 2, -3, 14, 35, -25, 26, -40
62) CC(C)N(Cc1ccccc1)C(=O)COC(=O)c1ccc(S(=O)(=O)N2CCOCC2)cc1
    -13, 10, 7, -6, -18, -2, 14, 5

Ordered by SMILES length (high to low): 8 of the compounds above.
The line under a structure holds: Jurkat NFkB inh, CCR6 antag, EBI2 block, UBC13 polyUb, SENP8 block, Gli-Sufu antag, Apaf1 inhib, 697 NFkB inh
48) COC(=O)[C@]1(Cc2ccccc2)N[C@H](CN(C)C(=O)C2CCCCC2)[C@@H]2C(=O)N(Cc3ccccc3)C(=O)[C@@H]21
    10, -3, 10, 5, -6, 1, 21, -11
58) CC(C)(C)NC(=O)CN(C(=O)CS(=O)CC(=O)Nc1ccc(F)cc1)c1ccc(F)c(Cl)c1 (stereo not drawn)
    -7, 3, 7, 5, 2, 7, -21, 10
57) O=C(CCN1C(=O)c2ccccc2S1(=O)=O)N1CCN(c2cccc(Cl)c2)CC1
    8, 10, 1, -10, -3, 7, 15, 2
55) c1ccc(N2CCN(c3nc(-c4cccs4)nc4ccccc34)CC2)cc1
    -2, 19, 6, -4, -11, 10, 14, -21
53) Cc1cc(NC(=O)CCCn2cnc([N+](=O)[O-])n2)no1
    2, 11, -10, -11, -1, 0, -5, -2
49) CCOC(=O)c1snc(C(=O)NC2CCCCC2)c1N
    -100, 4, 5, 6, -3, -68, 8, -94
56) CSCCC(NC(N)=O)C(=O)NCC1CCCCC1 (stereo not drawn)
    -10, -6, -19, 1, -4, 0, -7, 0
60) CC(C)(C)NC(=S)N/N=C/c1cccnc1
    -8, 8, -4, 0, -4, -3, -4, 4

An excerpt; count on the stated rates, not on these rows.
